# Bioassay records: PubChem, several laboratories
# Peg3 promoter – Peg3 promoter activity inhibition | 360,000 compounds, 1.7% hits | HeLa PEG-Prom luciferase reporter, luminescence, overnight | inhibition, % at 20 µM;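 active = inhibition of at least 50% at 20 µM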
# MITF TRPM1 inh – reduces MITF-dependent TRPM1 promoter luciferase signal; 330,000 compounds, 0.83% hits; inhibition, % at 12.5 µM; SK-MEL-5 TRPM1 promoter luciferase, 24 h;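 active = mean inhibition across replicates of 60% or more, whatever share of single replicates reaches that level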; note: values of inactives mirror those of a sister screen read the other way
# iPSC survival up – hiPSC single-cell survival enhancement; ATPlite luminescence; 100% = ROCK inhibitor wells, 0% = DMSO; survival enhancement, % at 20 µM; 360,000 compounds, 0.044% hits; AID 602274; in the data active = survival enhancement above about 18%;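 note: cells exposed to compounds for 16 hours before the ATP read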
# KKLEB tox – reduces viability of KKLEB cystic fibrosis airway cells; KKLEB CF airway cells viability, ATPlite luminescence, overnight; active compounds read low; cells stimulated with P. aeruginosa culture filtrate; activity change (cytotoxicity), % at 5 µM; 360,000 compounds, 0.36% hits; AID 602141;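 active = corrected activity change at or below -50% at 5 µM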
# NR2E3 ag-1 – activates human photoreceptor nuclear receptor NR2E3; AID 2300; 320,000 compounds, 0.12% hits; Q9Y5X4; inhibition of corepressor binding, % at 4.78 µM; GST-NR2E3/biotin-RetCOR TR-FRET, 1536-well;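 active = percent inhibition above the cutoff of mean plus 3 SD of all tested compounds, set per screening campaign, cut at about 20% in these data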;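 note: 0% = DMSO wells and 100% = biotin wells as full block of FRET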
# Target sequence (Q9Y5X4 whole entry, looked up): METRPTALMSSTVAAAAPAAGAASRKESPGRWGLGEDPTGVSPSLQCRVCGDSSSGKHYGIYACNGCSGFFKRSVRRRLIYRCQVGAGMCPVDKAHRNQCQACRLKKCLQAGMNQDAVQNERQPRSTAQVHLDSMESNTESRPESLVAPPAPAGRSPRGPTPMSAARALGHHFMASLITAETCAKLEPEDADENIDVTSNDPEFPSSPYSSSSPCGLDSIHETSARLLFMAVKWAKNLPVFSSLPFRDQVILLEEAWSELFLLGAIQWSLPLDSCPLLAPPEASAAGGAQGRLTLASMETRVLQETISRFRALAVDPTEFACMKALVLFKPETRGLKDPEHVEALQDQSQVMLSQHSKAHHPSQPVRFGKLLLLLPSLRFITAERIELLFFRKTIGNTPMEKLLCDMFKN
#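 Material: NR2E3–RetCOR corepressor complex / Incubation: Compound–protein incubation for 5 h at 4 °C / Dosing: compound at 4.8 µM, single dose / Detection: time-resolved FRET / Benchmarks: high control biotin, low control 0.6% DMSO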
# Shn3 3UTR inh – inhibitors of Schnurri-3 3'UTR reporter in osteoblasts; 360,000 compounds, 0.52% hits; Clone20 osteoblast Shn3 3'UTR firefly luciferase, 24 h; inhibition, % at 12.5 µM; AID 588674;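 active = mean inhibition of at least 75% with every replicate also reaching 75%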;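 note: 0% = median of neutral control wells and 100% = pilot-screen positive control compound; some compounds past the cut are filed as inactive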
# NR2E3 ag-2 – activates human NR2E3 receptor | CHO-S Gal4-NCOR/VP16-NR2E3 two-hybrid, luciferase | 360,000 compounds, 0.35% hits | inhibition of corepressor binding, % at 3.98 µM | AID 602229 | Q9Y5X4;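 active = inhibition above the mean of all tested compounds plus 3 SD, cut at about 70% in these data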;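 note: 0% = DMSO with NR2E3 transfected cells and 100% = cells lacking NR2E3 construct; higher means lower luciferase signal from less NR2E3 corepressor binding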
# aDG glyco act – increases alpha dystroglycan glycosylation. Pro5-aDG cells, alpha-DG glycosylation AlphaScreen (IIH6); 0% Pro5, 100% B10-LARGE cell signal. activation, % at 10 µM. 360,000 compounds, 0.22% hits;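 active = activation of at least 8% versus controls, or a plate z-score of at least 8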;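 note: Pro5 are CHO cells carrying HIG-tagged alpha-DG that lacks glycosylation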
# CF NFkB inh – blocks PAF-induced NF-kB reporter in cystic fibrosis cells | AID 588850 | inhibition, % at 5 µM | 360,000 compounds, 0.86% hits | KKLEB NF-kB-GFP reporter, GFP fluorescence overnight;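 active = at least 50% inhibition at 5 µM, scaled per plate between neutral and stimulator controls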;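 note: PAF is a Pseudomonas aeruginosa culture filtrate used as stimulus; plate controls were PAF-stimulated DMSO wells for no effect and unstimulated DMSO wells for full effect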
# HIF-2a inh – HIF-2a inhibition | 360,000 compounds, 0.72% hits | AID 624352 | 786-0 RCC cells HIF-2a reporter, luciferase luminescence, overnight | inhibition, % at 18.8 µM;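 active = inhibition of the luminescence signal of 40% or more relative to plate controls, in a single-dose primary screen at 18.75 µM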
# TWEAK-Fn14 inh – blocks TWEAK-Fn14 interaction in a reporter cell assay | 360,000 compounds, 2% hits | AID 1159606 | TWEAK-stimulated Fn14 reporter cells, luciferase luminescence, 8 h | inhibition, % at 10 µM; in the data active = inhibition above about 50%
# Starred values were filed as active, the others as inactive; x = not tested or not shown.
structure	iPSC survival up	Shn3 3UTR inh	KKLEB tox	Peg3 promoter	TWEAK-Fn14 inh	NR2E3 ag-1	NR2E3 ag-2	HIF-2a inh	CF NFkB inh	MITF TRPM1 inh	aDG glyco act
O=C(Nc1ccccc1Cl)C1(c2ccccc2)CC1(Cl)Cl (stereo not drawn)	-0.6	3	6	-3	0	-2	-6	15	-18	4	-0.1
O=C(O)C1CCC(N2C(=O)c3cccc([N+](=O)[O-])c3C2=O)CC1 (stereo not drawn)	-0.3	-3	-2	11	12	0	0	21	-15	2	-0.1
N#Cc1nc(Cc2cccc3ccccc23)oc1NCc1ccc2c(c1)OCO2	2.8	6	-5	0	14	-1	-11	10	8	-2	1.0
COc1ccccc1NS(=O)(=O)c1ccc2oc(=O)ccc2c1	-0.7	31	0	9	-13	1	0	12	-16	9	-0.1
Cn1c(CCC(=O)Nc2ccc(S(C)(=O)=O)cc2)nc2cc(S(=O)(=O)N3CCOCC3)ccc21	-0.5	-2	-1	-9	4	x	1	8	-26	2	0.0
O=c1oc2ccccc2cc1-c1cn(-c2ccccc2)c(=S)[nH]1	-1.5	67	-42	99*	107*	0	16	74*	-14	56	0.1
O=C(COc1ccc(F)cc1)NCC1(N2CCOCC2)CCCCC1	1.5	8	-3	6	2	-1	-25	3	-9	-13	-0.1
COc1ccccc1N(CC(=O)Nc1ccc(F)c(F)c1)S(C)(=O)=O	2.2	-3	7	22	10	5	9	13	-6	-1	0.5
O=C(N/N=C/c1ccccn1)C1CC1	-1.1	-9	12	-3	5	-1	16	-2	-2	-3	0.0
CCCCS(=O)(=O)N1CCC(C(=O)Oc2ccccc2OC)CC1	0.1	1	0	15	27	-2	10	8	0	1	0.1
CCn1ncc(/C=N\NC(=O)COc2ccccc2)c1C	-0.8	15	9	2	13	-1	0	-19	0	-10	-0.3
O=C(Nc1ccc(Cl)c(S(=O)(=O)N2CCCCC2)c1)c1ccncc1	0.1	34	5	20	28	x	18	24	0	28	0.1
CS(=O)(=O)N1CCCCC1c1cc(C(=O)Nc2cccc3c2CCCC3)no1 (stereo not drawn)	-2.5	-9	11	0	4	x	-10	-6	-7	x	-0.3
C/C(=N\NC(=S)NC1CCCCC1)c1ccc(C)o1	-0.5	-12	13	-104	-7	-1	29	-158	-1	-6	2.2
C/C(Cc1ccccc1)=N\NC(=O)CNC(=O)c1ccccc1Br	-1.4	8	-2	10	-4	-1	-2	13	2	5	0.4
Cc1c(C)c2cc3c(C)coc3cc2oc1=O	0.1	-12	2	-47	-6	3	23	-15	-7	-30	-0.1
Cc1ccn2cc(-c3ccc(NS(=O)(=O)c4ccccc4)cc3)nc2c1	0.2	-33	8	-132	-30	2	-57	-147	-23	-1	0.1
Nc1c(C(=O)NCc2ccc3c(c2)OCO3)nnn1-c1ccc(OC(F)(F)F)cc1	-0.8	-22	-4	-5	-2	-2	-11	-11	-4	-9	0.5
Cc1ccc(OCC(=O)Nc2ccc3c(c2)nc(CCN2CCOCC2)n3C)cc1	-0.5	0	8	-3	-6	2	-21	17	-5	3	0.1
Cc1ccc(CSc2nnc(-c3ccccn3)n2Cc2cccs2)cc1	-1.0	-10	0	25	-4	x	-48	-20	-12	x	-0.5
CC1=C(C(=O)Nc2cc(C(=O)NCc3ccccc3)ccc2C)SCCO1	2.6	9	-12	18	-43	x	16	15	18	x	-0.2
CC(C)(C)C(=O)Nc1nnc(SCC(=O)NC2CCCC2)s1	-0.6	-18	-32	16	-7	-1	-22	10	5	0	0.0
CN1C(=O)[C@H]2[C@@H](C3CC3)N3C(=O)CN(Cc4ccc(-c5ccccc5)cc4)C(=O)[C@@]3(C)[C@H]2C1=O	0.1	6	-12	6	-2	4	-24	-5	5	-15	0.2
CC(NC(=O)C1CCC(CNC(=O)[C@@H]2Cc3ccccc3CN2)CC1)c1ccccc1 (stereo partly drawn)	-0.6	18	8	4	-14	-3	15	4	-22	-3	0.6
O=C1/C(=C/C=C/c2ccccc2)Oc2c1ccc(O)c2CN1CCN(CCO)CC1	-0.1	-15	6	-21	2	1	-16	0	2	1	-0.1
Cn1ccc2c(N3CCCCCC3)cc3c(c21)C1CCC3C1 (stereo not drawn)	-0.9	21	-4	-80	19	x	-6	6	2	x	-0.1
COC(C[C@@H]1O[C@@H]1[C@@H](O)COCc1ccccc1)OC	-2.2	0	-8	-7	-8	x	-19	8	11	5	0.4
COc1ccccc1C(=O)Nc1nnc(-c2ccccc2)s1	-0.1	-78	-2	-196	-18	2	-129	-244	2	-45	0.2
O=c1[nH]c(COc2ccc(Br)cc2Cl)nc2ccccc12	0.6	-78	-14	-357	-15	1	-146	-250	-16	-91	0.1
CC(=O)c1cc2c(ccc3ccccc32)oc1=O	-0.5	-38	5	-6	-5	x	-35	5	-10	-8	-0.1
CCc1cc(/C(Cc2ccccn2)=N\O)c(O)cc1O	-1.4	11	7	-32	2	-1	-19	-39	-4	15	0.0
O=C(COC(=O)c1cc(-c2ccc(Cl)s2)nc2ccccc12)NCc1ccco1	2.0	7	5	-24	-17	0	-30	-53	-61	-4	0.1
Nn1c(SCC(=O)Nc2ccc3c(c2)OCO3)nnc1C1CC1	-1.4	19	5	6	-21	0	-1	9	1	-1	0.0
CCCNc1nc2c(c(=O)[nH]c(=O)n2C)n1CCc1ccccc1	0.3	13	-3	24	-26	1	18	15	-11	-6	-0.2
CC(C)CN(C(=O)CN(C)S(=O)(=O)c1ccc(Cl)cc1)C1CCS(=O)(=O)C1 (stereo not drawn)	1.2	-6	4	8	7	-1	13	4	2	3	0.0
CC1CCCCC12NC(=O)N(CC(=O)Nc1cccnc1Cl)C2=O (stereo not drawn)	0.0	-1	25	-15	1	x	7	10	-42	-1	-0.1
COC(=O)CCC(C)C1CCC2C3CCC4CC(O)CCC4(C)C3=CC(=O)C12C (stereo not drawn)	0.0	23	-10	-6	-8	x	12	-4	14	9	0.7
COc1ccccc1N1CCN(C(=O)CCN2C(=O)c3cccc4cccc(c34)C2=O)CC1	12	17	2	10	-1	2	-15	0	-7	18	-0.1
CCOC(=O)CCC(=O)Nc1ccccc1C(N)=O	-2.0	6	13	2	-13	0	14	13	-2	-15	-0.2
Cc1ccc2oc3c(c(=O)c2c1)C(c1cccc(Cl)c1)N(CCCN1CCOCC1)C3=O (stereo not drawn)	-0.9	1	-15	16	-29	6	-35	-4	-10	13	-0.2
O=C(CN1CCC(NC(=O)c2ccccc2F)CC1)Nc1ccc2c(c1)OCO2	0.3	10	4	13	-1	3	-3	8	1	7	-0.1
O=C(/C=C/c1ccccc1)N1CCCN(C(=O)/C=C/c2ccccc2)CC1	-1.4	47	-2	1	-3	2	1	-17	-16	10	0.1
CC(C)c1ccc(/C=N/NC(=O)c2cccc(S(=O)(=O)N3CCOCC3)c2)cc1	0.0	50	-8	-6	10	1	-17	12	-4	16	0.0
CCOCCCNC(=O)c1c(-c2ccccc2)noc1C	0.9	0	1	0	-14	3	-1	24	-10	1	-0.2
O=C(NCC1CCCO1)C1CCCN1C(=O)Nc1ccc(Cl)c(Cl)c1 (stereo not drawn)	-0.6	-15	9	-2	7	1	-24	6	-2	-6	-0.2
OC(c1ccc(Cl)cc1)c1ncc(-c2ccccc2Cl)[nH]1 (stereo not drawn)	3.9	-26	-3	-49	0	x	-24	-150	-5	x	0.0
Cc1ccc(S(=O)(=O)N2CCC(C(=O)Nc3cccnc3)CC2)cc1	0.5	4	-12	0	0	x	-21	2	10	0	0.0
CCC(C(=O)NCCc1ccc(OC)cc1OC)n1nc(C)n2c(cc3occc32)c1=O (stereo not drawn)	0.8	-6	2	9	-8	2	-2	8	4	-7	-0.1
CCCCCN1CC(O)=C(c2nc(-c3ccc(Cl)cc3)cs2)C1=N	0.2	10	-6	27	-14	6	-12	-22	-1	0	0.0
CCn1c(SCC(=O)Nc2ccc(F)cc2)nc2ccccc2c1=O	0.7	2	1	16	3	0	-35	-34	16	-7	0.3
CCN(CC(=O)NCc1ccc(F)cc1)CC(O)COCc1cccc(OC)c1 (stereo not drawn)	1.5	8	-3	18	7	2	-5	11	13	-1	0.0
Cc1ccc(/C(O)=C/C(=O)C(=O)NNC(=O)C(O)(c2ccccc2)c2ccccc2)cc1	1.4	-1	-9	12	7	1	-23	4	17	15	-0.1
Cc1nc(CN2CCC(c3ccccc3)CC2)cc(=O)[nH]1	0.4	-14	1	2	7	0	5	-2	-16	0	0.1
CSc1nccc(Oc2cncc(Cl)c2)n1	2.2	-24	6	2	12	2	-12	18	28	-8	-0.1
COc1ccccc1NC(=O)c1c([N+](=O)[O-])cnn1C	-0.7	1	-8	13	-11	3	0	7	11	11	-0.1
CC(Oc1cccc(Cl)c1)C(=O)Nc1ccc(N2CCOCC2)cc1N1CCOCC1 (stereo not drawn)	-0.4	9	-10	28	-10	2	1	22	10	16	0.0
COc1cc(/C=C/C(=O)NC2CCCCC2)cc(OC)c1OC	-0.4	9	-6	5	-13	4	11	4	3	5	-0.1
O=C(CNC(=O)c1ccc(Br)cc1)NC1=NCCS1	1.1	-2	7	-50	-9	-1	-23	-36	-15	-9	-0.1
c1ccc(-c2nn[nH]n2)nc1	-0.3	11	20	14	24	5	-14	23	-13	-4	0.0
CCc1ccc(S(=O)(=O)Nc2c(C)nn(C)c2C)cc1	-1.3	53	-10	7	4	0	0	8	2	14	0.8

# Carrying on:
structure	iPSC survival up	Shn3 3UTR inh	KKLEB tox	Peg3 promoter	TWEAK-Fn14 inh	NR2E3 ag-1	NR2E3 ag-2	HIF-2a inh	CF NFkB inh	MITF TRPM1 inh	aDG glyco act
O=C(O)/C=C\C(=O)Nc1ccc(OCc2ccccc2)cc1	0.8	-42	5	-17	-21	0	-10	-19	0	-14	0.0
CSc1ccccc1NC(=O)CN1CCCCC1	-0.3	-9	9	12	-4	2	-21	4	-15	-4	-0.4
COc1cc(/C=c2/sc3nc(-c4ccccc4)c(-c4ccccc4)n3c2=O)cc(OC)c1OC	1.5	18	14	-3	36	4	10	2	-16	-18	-0.1
COc1ccccc1NC(CC(=O)c1ccccc1)C(=O)OCC(=O)c1ccc(Br)cc1 (stereo not drawn)	-1.9	-112	-2	-348	12	-2	-149	-184	-9	-26	0.7
CC(C)n1c(=O)[nH][nH]c1=S	1.0	-1	-4	-91	-10	-2	-9	18	0	x	0.1

# A different layout for some results above.
structure: CC(C)n1c(=O)[nH][nH]c1=S
  iPSC survival up = 1.0 | Shn3 3UTR inh = -1 | KKLEB tox = -4 | Peg3 promoter = -91 | TWEAK-Fn14 inh = -10 | NR2E3 ag-1 = -2 | NR2E3 ag-2 = -9 | HIF-2a inh = 18 | CF NFkB inh = 0 | MITF TRPM1 inh = x | aDG glyco act = 0.1
structure: O=C(O)/C=C\C(=O)Nc1ccc(OCc2ccccc2)cc1
  iPSC survival up = 0.8 | Shn3 3UTR inh = -42 | KKLEB tox = 5 | Peg3 promoter = -17 | TWEAK-Fn14 inh = -21 | NR2E3 ag-1 = 0 | NR2E3 ag-2 = -10 | HIF-2a inh = -19 | CF NFkB inh = 0 | MITF TRPM1 inh = -14 | aDG glyco act = 0.0
